tuberculosis growth – growth inhibition of non-replicating M. tuberculosis (AID 488890); Mycobacterium tuberculosis non-replicating, growth inhibition; higher % means a stronger effect; inhibition, % at 25 µM, or IC50 in µM where a hit was titrated; 320,000 compounds, 0.39% hits; in the data active = a potency from the dose series; inconclusive = inhibition mostly from about 82% at the one dose, without a potency; inactive = the rest, 99 in 100 with inhibition below about 76%;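 also: plate controls were DMSO cells for no effect and high antibiotic wells for full effect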
VEEV TC-83 Vero – inhibitors of VEEV TC-83 cytopathic effect, confirmation, Vero cells (AID 588727); Vero cells, VEEV TC-83 cytopathic effect inhibition; higher % means a stronger effect; inhibition, % at 20 µM; hits with a dose series show IC50 in µM; 350,000 compounds, 0.13% hits; in the data active = a potency from the dose series; inconclusive = inhibition mostly from about 14% at the one dose, without a potency; inactive = the rest, 99 in 100 with inhibition below about 12%; also: strong numbers were not always called active
M. tuberculosis HTS – M. tuberculosis growth inhibition, HTS (AID 449762); M. tuberculosis H37Rv growth inhibition, 7H9 media; higher % means a stronger effect; inhibition, % at 25 µM, or IC50 in µM where a hit was titrated; 330,000 compounds, 0.59% hits; in the data active = a potency from the dose series; inconclusive = inhibition above about 70% without an active follow-up result;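 also: bacterial growth assessed after seven days of incubation; strong numbers were not always called active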
influenza NS1A – NS1A inhibition, H1N1 influenza, cell based functional assay (AID 504329). NS1A functional cell-based assay, percent inhibition; higher % means a stronger effect. inhibition, % at 12.5 µM; hits with a dose series show IC50 in µM. 340,000 compounds, 0.3% hits; in the data active = a potency from the dose series; inconclusive = inhibition above about 27% without an active follow-up result; also: strong numbers were not always called active
PhoP GFP inhibition – Inhibition of PhoP regulon, Salmonella typhi GFP reporter cells, confirmation, 4 h (AID 1850) | Salmonella Typhi PhoP-promoter GFP reporter, fluorescence, 4 h; higher % means a stronger effect | one-dose inhibition, % at 50 µM; IC50 in µM for titrated hits | 310,000 compounds, 0.33% hits; in the data active = a potency from the dose series; inconclusive = inhibition mostly from about 25% at the one dose, without a potency; inactive = the rest, 99 in 100 with inhibition below about 19%;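 also: 0% = induced wells with vehicle and 100% = uninduced wells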
VEEV TC-83 Vero 10K pilot screen – second read-out of VEEV TC-83 Vero, no call of its own (marks repeat the call); inhibition, %; measured here: 10K pilot screen inhibition
* hit, by the source's call; i = inactive; ? = inconclusive; / = no result given; & = joins results of further samples.

SMILES	tuberculosis growth	VEEV TC-83 Vero	M. tuberculosis HTS	influenza NS1A	PhoP GFP inhibition	others
Cc1ccccc1Nc1nc(N)nc(COC(=O)c2ccc(O)cc2)n1	37%	4.0%	6%	-5%	0%
Cc1cccc(NC(=S)N(Cc2ccc(Cl)cc2)Cc2ccc(C(=O)O)cc2)c1	-1%	0.2%	4%	2%	-21%
c1ccc(-c2ccccc2OCCN2CCCC2)cc1	5%	0.4%	0%	-11%	2%
Cc1ccccc1C(=O)NCCNC(=O)c1ccco1	-8%	1.9%	-2%	2%	-3%
CCOc1ccccc1NC(=O)C(NCC1(N2CCCCC2)CCCCC1)c1ccccc1 (stereo not drawn)	70%	0.1%	12%	-15%	0%
O=C(NNC(=O)c1ccccc1F)c1ccc(-c2ccc(Cl)cc2)o1	1.5µM*	6.1%	?	5%	-3%
Cc1ccc(N2CC(C(=O)OCC(=O)C(C)(C)C)CC2=O)cc1C (stereo not drawn)	-1%	2.6%	-13%	19%	-4%
Cc1ccc(C(C#N)c2ccc(Cl)nn2)cc1 (stereo not drawn)	32%	i	12%	1%	-2%
CC(=O)c1ccc(OCCOc2ccc([N+](=O)[O-])cc2)cc1	62%	0.3%	10%	4%	-3%
CC(C)(C)n1ncc2c(=O)n(Cc3c(Cl)cccc3Br)cnc21	23%	9.2%	9%	0%	/
CC(=O)Nc1ccc(OCC(=O)c2ccc(C)cc2C)cc1	2%	0.3%	0%	-17%	1%
CCCCc1c(C(=O)O)cc(OC)cc1C(=O)O	0%	6.4%	11%	10%	-1%
Cc1ccc(S(=O)(=O)N(Cc2ccc([N+](=O)[O-])cc2)C(=O)N2CCN(C)CC2)cc1	/	0.7%	/	10%	/
Cc1cc(C(F)(F)F)nn1CCCNC(=O)c1cnccn1	11%	i	0%	3%	1%
C#Cc1ccc([C@@H]2C=C(C(=O)O)O[C@H](OCc3ccc(CO)cc3)C2)cc1	-2%	0.3%	-4%	11%	-4%
c1nc(COc2nsnc2N2CCOCC2)cs1	-7%	1.0%	-11%	15%	12%
C=CCN1CC[C@]23c4c5ccc(O)c4O[C@H]2C(=O)CC[C@@]3(O)[C@H]1C5	-7%&11%	1.4%&1.2%	-16%&29%	1%&7%	-21%&-1%
CC(=O)C1=C(O)CC(C)(C)CC1=NCCc1nc2ccccc2[nH]1	7%	i	7%	3%	-37%
CCOC(=O)/C(C#N)=C1/SC(C)C(=O)N1c1ccc(Br)cc1 (stereo not drawn)	12%	1.3%	-13%	-11%	-1%
CC(C)c1ccc(NC(=O)CCN2C(=O)c3ccc([N+](=O)[O-])cc3C2=O)cc1	-8%	2.2%	-6%	-3%	10%

For convenience, four of the compounds above:
SMILES	tuberculosis growth	VEEV TC-83 Vero	M. tuberculosis HTS	influenza NS1A	PhoP GFP inhibition	others
CC(=O)Nc1ccc(OCC(=O)c2ccc(C)cc2C)cc1	2%	0.3%	0%	-17%	1%
CCCCc1c(C(=O)O)cc(OC)cc1C(=O)O	0%	6.4%	11%	10%	-1%
Cc1ccc(S(=O)(=O)N(Cc2ccc([N+](=O)[O-])cc2)C(=O)N2CCN(C)CC2)cc1	/	0.7%	/	10%	/
Cc1cc(C(F)(F)F)nn1CCCNC(=O)c1cnccn1	11%	i	0%	3%	1%

Carrying on:
SMILES	tuberculosis growth	VEEV TC-83 Vero	M. tuberculosis HTS	influenza NS1A	PhoP GFP inhibition	others
Cc1ccc(OCCCC(=O)NC(C)c2ccccc2)c(C)c1 (stereo not drawn)	23%	0.1%	-3%	4%	-4%
CC1CN(S(=O)(=O)c2ccc(C(=O)Nc3ccccc3F)cc2)CC(C)O1 (stereo not drawn)	7%	1.0%	4%	10%	/
O=C(Nc1cccc2cccnc12)c1cccc(N2C(=O)CCC2=O)c1	0%	4.0%	4%	0%	3%
CC(=O)c1cccc(NC(=O)c2ccc3c(c2)CCN3S(=O)(=O)c2ccccc2)c1	34%	7.0%	10%	2%	2%
CC(C)(C)c1ccc(N2C(=O)CC(c3ccccc3)C2=O)cc1 (stereo not drawn)	3%	1.2%	11%	-3%	13%
CC1(c2nnc(-c3ccncc3)o2)CC(c2ccc(F)cc2)=NO1 (stereo not drawn)	64%	i	9%	12%	-8%
N#Cc1ccc(CN2CCN(C(=O)c3cc(Cl)c4c(c3)OCCO4)CC2)cc1	12%	i	-10%	-16%	/
CCOC(=O)CNC(=O)Nc1cccc(Cl)c1C	14%	4.2%	-3%	-9%	3%
O=S(=O)(c1cc(F)cc(F)c1)N1CCN(c2ncccn2)CC1	1%	1.0%	-3%	-8%	-24%
CC(C)C[C@@H](CO)N1CCNCCC1=O	-12%	1.1%	-17%	5%	-5%	VEEV TC-83 Vero 10K pilot screen=2.3
CC(C)CN(C(=O)CN1CCN(c2ccccc2O)CC1)c1c(N)n(CC(C)C)c(=O)[nH]c1=O	29%	1.8%	4%	-2%	-7%
COc1ccc(/C=N\NC(=O)c2ccccc2OC)cc1COc1c(F)c(F)c(F)c(F)c1F	32%	10%	12%	2%	13%
O=C(CN1C2CCC1CC(NC(=O)Nc1ccccc1)C2)NCc1ccco1 (stereo not drawn)	7%	i	4%	4%	0%
Cc1ccccc1NC(=S)N(CCN1CCCCC1)Cc1ccco1	13%	i	-2%	3%	-15%
CC(C)C(C(=O)NCC1CCCO1)N(C(=O)CNS(=O)(=O)c1ccc(F)cc1)C1CCCCC1 (stereo not drawn)	4%	0.2%	6%	11%	-5%
O=c1c2c(-c3cccc([N+](=O)[O-])c3)ccnc2[nH]n1-c1ccccc1	-3%	0.5%	40%	5%	10%
CC1CCCC(C)N1C(=O)COC(=O)c1cc([N+](=O)[O-])ccc1N1CCOCC1 (stereo not drawn)	10%	0.6%	3%	-6%	6%
CCCCCCN1C2=NCCN2c2ccccc21	3%	i	-6%	-7%	6%
Cc1n[nH]c(C)c1Cc1c(F)cccc1Cl	66%	2.0%	21%	-22%	-3%
CCOC(=O)c1ccc(-c2c(-c3ccc(OC)cc3)oc(=O)c3cc(OC)c(OC)cc23)cc1F	56%	6.4%	13%	6%	/
COc1cc(C(=O)O[C@H]2C/C(C)=C/CC[C@]3(C)O[C@@H]3C(O)C2C(C)C)cc(OC)c1OC (stereo partly drawn)	15%	4.5%	-4%	-2%	1%
c1ccc(CC2CCN(C(c3cccs3)c3nnnn3C3CCCC3)CC2)cc1 (stereo not drawn)	0%	i	15%	-13%	6%
CCCC1CCc2c(sc(N)c2C(N)=O)C1 (stereo not drawn)	21%	1.1%	0%	4%	2%
CCOC(=O)c1sc(N)c(C(=O)OCC)c1COC(=O)C1CC(=O)N(Cc2ccco2)C1 (stereo not drawn)	2%	6.1%	1%	-8%	-1%
Cc1sc(NC(=O)Cn2c(=O)oc3ccccc32)nc1-c1ccc(Cl)cc1	20%	3.2%	3%	2%	-3%
CCOc1ccc(NC(=O)CCN2CCN(S(=O)(=O)c3ccc(F)cc3)CC2)cc1	-6%	3.9%	4%	0%	6%
C/C(=N/NC(=O)CNC(=O)/C=C/c1ccco1)c1ccc(Cl)cc1	-2%	i	-6%	-2%	3%
CCn1c(NCCCO)nc2c(c1=O)C(C)(CC)Cc1ccccc1-2 (stereo not drawn)	1%	6.9%	5%	-17%	10%
O=C(Cc1cccc(NC(=O)C2CCN(C(=O)C3CC3)CC2)c1)Nc1cccc(C(=O)N2CCOCC2)c1	/	i	/	-8%	/
COC(=O)c1c(NC(=O)c2ccccc2OC)sc(C(=O)N2CCOCC2)c1C	10%	8.4%	-8%	5%	-2%
Cc1cc([N+](=O)[O-])nn1Cc1noc(C(=O)NCCc2ccccn2)n1	-6%	i	2%	7%	5%
Cc1ccc(C(=O)Nc2c(C)n(C)n(-c3ccccc3)c2=O)cc1S(=O)(=O)N1CCOCC1	-7%	2.6%	4%	-1%	-9%
Cc1cc(Br)ccc1NC(=O)CN1CCN(c2ccccn2)CC1	16%	0.4%	-1%	0%	4%
c1ccc(Sc2cnc3ccccc3n2)cc1	15%	4.0%	-7%	1%	-7%
CN1CCN(CCC(=O)Nc2ccc3c(c2)OCO3)CC1	-1%	i	1%	-2%	3%
NNC(=O)CSCc1nc(-c2ccccc2)cs1	2%	i	-16%	-22%	-2%
COc1ccc(C2(c3ccc(OC)cc3)NC(=O)N(CC(=O)Nc3ccccc3C)C2=O)cc1	30%	7.5%	58%	24%	-3%
CCOC(=O)c1c(C)oc2c(F)c(F)c(F)c(F)c2c1=O	17%	8.7%	0%	-1%	-10%
Cc1cc(NC(=O)CSc2nnc(-c3ccccc3)n2C)no1	-7%	0.7%	-10%	-1%	4%
CC/C(=N\N=C1\SC(C)C(=O)N1Cc1ccco1)c1ccccc1 (stereo not drawn)	/	0.6%	2%	-2%	2%
Cc1cccc(NC(=S)NNC(=O)CCn2nc(C)c([N+](=O)[O-])c2C)c1	1%	i	4%	5%	5%
O=C(CCCSc1nc2ccccc2s1)Nc1nccs1	?	5.5%	4%	2%	-7%
Cc1cnc(C(=O)OC(C)C(=O)Nc2ccc(Cl)cn2)cn1 (stereo not drawn)	-2%	1.0%	-4%	0%	1%
COc1ccc(N2CCN(C(CNC(=O)C(=O)NCCc3c[nH]c4ccccc34)c3ccco3)CC2)cc1 (stereo not drawn)	-8%	0.1%	2%	-3%	-3%
Cc1ccc(C)c(NC(=O)c2ccc3c(=O)n4c(nc3c2)CCC4)c1	-10%	9.8%	-3%	-15%	/
CCC1Nc2ncnc(N3CCN(c4ccccn4)CC3)c2N(Cc2ccc(Cl)cc2)C1=O (stereo not drawn)	36%	1.1%	8%	6%	-16%
CCOC(=O)C1=C(C)NC(=O)NC1/C=C\c1ccccc1 (stereo not drawn)	-6%	0.7%	1%	-12%	-2%
CS(=O)(=O)N1CCC(C(=O)Nc2ccc3c(c2)OCO3)CC1	-1%	0.4%	-4%	-13%	-6%
CCN(CC)c1ccc(S(=O)(=O)N2CCOCC2)cc1NC(=O)CNCc1ccccc1	-9%	0.9%	2%	11%	-4%
N#CCCn1nc(-c2ccccc2)cc1Nc1ccccc1NC(=O)C(F)(F)F	9%	i	-4%	15%	-8%
CC12C=CC(=O)C=C1CCC1C2C(O)CC2(C)C1CCC2(C)O (stereo not drawn)	/	i	/	-2%	/
CC(C)C(NS(=O)(=O)c1cccc2nsnc12)C(=O)N1CCCCC1 (stereo not drawn)	-11%	1.2%	-4%	6%	-7%
O=C(Cn1c2ccccc2c2nc3n(c(=O)c21)CCS3)Nc1ccccc1C(F)(F)F	8%	i	-1%	-12%	12%
CCOC(=O)C1CCN(C(=O)Nc2ccccc2Cl)CC1	-10%	4.7%	6%	-2%	5%
COc1ccc(C)cc1NC(=O)CNc1ccc(C(C)=O)cc1	7%	8.8%	-4%	1%	-2%
CC1CN(C(=O)/C=C/c2ccccc2Cl)CC(C)O1 (stereo not drawn)	-15%	0.4%	-3%	-5%	2%
CC(C)c1ccc(Oc2cccc(C(=O)/C(C#N)=C/N(C)C)c2)cc1	/	4.0%	-7%	2%	-11%
Cc1cc(NC(=O)c2ccco2)no1	-4%	1.2%	-1%	4%	-7%
CC(C)NC(=O)c1sc(=S)n2c1[nH]c(=O)c1ccc(C(=O)NCCc3ccc(Cl)cc3)cc12	70%	10%	0.3µM*	11%	3%
COc1cccc(/C=N/Nc2ncnc3scc(-c4ccccc4)c23)c1OC	16%	0.2%	8%	0%	3%
Other results follow:
SMILES	tuberculosis growth	VEEV TC-83 Vero	M. tuberculosis HTS	influenza NS1A	PhoP GFP inhibition	others
COc1ccc(CCNC(=O)c2cc(=O)n(C)c(=O)n2C)cc1OC	3%	0.7%	-6%	-5%	1%
CCN(CC)CCCNC(=O)c1nn(-c2cccc(OC)c2)c(=O)c2ccccc12	-12%	i	2%	7%	17%
CN(C(=O)CSc1cc(Cl)ccc1Cl)C1CCS(=O)(=O)C1 (stereo not drawn)	-1%	1.9%	-6%	-4%	/
Cc1ccc(OCC(=O)NN2C(=O)c3ccccc3C2=O)c(C)c1	-9%	1.7%	7%	-19%	0%

Gathered by group, the entries above with a CF3 group (three)
SMILES	tuberculosis growth	VEEV TC-83 Vero	M. tuberculosis HTS	influenza NS1A	PhoP GFP inhibition	others
Cc1cc(C(F)(F)F)nn1CCCNC(=O)c1cnccn1	11%	i	0%	3%	1%
N#CCCn1nc(-c2ccccc2)cc1Nc1ccccc1NC(=O)C(F)(F)F	9%	i	-4%	15%	-8%
O=C(Cn1c2ccccc2c2nc3n(c(=O)c21)CCS3)Nc1ccccc1C(F)(F)F	8%	i	-1%	-12%	12%

Assay outcomes deposited in PubChem by Southern Research Specialized Biocontainment Screening Center.
